ASAP1 inh: blocks human ASAP1-stimulated Arf1 GTP hydrolysis | inhibition, % at 16.5 µM | GDP FP detection | 0.19% of 360,000 active | Q9ULH1; in the data active = inhibition above about 25%;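 note: 0% = vehicle with enzyme and substrate and 100% = no enzyme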
Tn7 DDE FP: disrupts Tn7 cyclic peptide binding to fibrin D-Dimer-E complex. P02675. FP displacement of FITC-Tn7 peptide from fibrin DD(E); 0% = median of compound wells per plate. inhibition, % at 8.3 µM. 0.13% of 370,000 active. AID 720508;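 active = inhibition above the mean of compounds falling within the control limits plus 3 SD of them, cut at about 14% in these data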;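 note: 0% = plate median of compound wells and 100% = 10 µM Aha-Tn7 peptide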
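Assay system: Fibrin-DD(E) protein isolated from polymerized human fibrin clots; read-out basis: percent inhibition; medium: Tris/NaCl/CaCl2 buffer, pH 7.8; signal: FP measurement; incubation: 10 min plus 3 h, room temperature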
proKLK7 act: activates the human kallikrein-7 zymogen. 0.9% of 370,000 active. purified proKLK7, EDANS-DABCYL substrate fluorescence; 100% is mature enzyme control, 0% vehicle. activation, % at 7 µM. AID 652039;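 active = activation above the mean of all tested compounds plus 3 SD, computed per campaign excluding outliers beyond control limits, cut at about 13% in these data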
Target sequence (P49862 whole entry, looked up): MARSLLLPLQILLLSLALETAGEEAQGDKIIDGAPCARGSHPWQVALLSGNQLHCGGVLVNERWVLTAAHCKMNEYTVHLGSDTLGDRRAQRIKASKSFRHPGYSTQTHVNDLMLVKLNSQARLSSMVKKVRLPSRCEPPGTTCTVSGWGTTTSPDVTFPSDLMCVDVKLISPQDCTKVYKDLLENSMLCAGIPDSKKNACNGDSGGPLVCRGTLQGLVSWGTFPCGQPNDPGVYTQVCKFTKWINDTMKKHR
TDP2 absorb: TDP2 (human) inhibition, absorbance primary screen | O95551 | recombinant TDP2, T5PNP hydrolysis, p-nitrophenol absorbance 415 nm | inhibition, % at 12.8 µM | 0.34% of 370,000 active;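 active = inhibition above the mean of all tested compounds plus 3 SD, set per campaign, cut at about 25% in these data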;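 note: 0% = DMSO with enzyme and 100% = buffer with substrate but no TDP2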
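test system = human TDP2 enzyme | input = TDP2 enzyme at 120 nM final | medium = 50 mM Tris-HCl pH 7.5 with Mg2+, KCl, DTT, BSA | also added = T5PNP substrate, 5 mM | times = 2 h at 37 °C | technique = epi absorbance | benchmarks = high control without enzyme, low control DMSO plus TDP2 | replication = each compound tested once, singlicate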
ARFGAP1 inh: rat ARFGAP1 inhibition. Arfgap1-stimulated ARF1 GTP hydrolysis, GDP FP detection. Q62848. 0.26% of 360,000 active. inhibition, % at 16.5 µM;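 active = inhibition above a per-plate limit, mean inhibition of low control wells plus 3 SD, cut at about 25% in these data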;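 note: 0% = DMSO wells with enzyme and 100% = wells lacking Arfgap1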
Target sequence (Q62848 1-136 limits assumed): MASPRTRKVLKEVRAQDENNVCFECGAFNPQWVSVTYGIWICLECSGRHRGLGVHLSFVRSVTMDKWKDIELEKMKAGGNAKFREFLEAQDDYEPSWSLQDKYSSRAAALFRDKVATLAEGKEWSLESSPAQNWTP
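material = rat Arfgap1 catalytic domain, aa 1-136 | also added = human ARF1(Δ1-17)-GTP substrate | compound dosing = one concentration, 16.5 µM, DMSO 1.26% | times = GTP hydrolysis reaction 2 h at 25 °C | measured by = FP, GDP Alexa 633 tracer displaced from anti-GDP antibody, 620/688 nm | evaluation = percent inhibition of Arfgap1-stimulated GTP hydrolysis | replication = single well per compound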
Tn6 DDE FP: inhibitors of Tn6 peptide binding to human fibrin DD(E); Fibrin DD(E) TRITC-Tn6 fluorescence polarization displacement; P02675; 0.21% of 370,000 active; inhibition, % at 8.3 µM;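 active = inhibition above a per-campaign cutoff: mean of compounds within control limits plus 3 SD, cut at about 15% in these data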;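 note: 0% = median of all compound wells on the plate and 100% = blocking peptide control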
PLCg1 inh: inhibitors of human phospholipase C gamma1. purified PLC-gamma1, fluorogenic substrate, fluorescence. AID 720700. 0.84% of 370,000 active. P19174. inhibition, % at 12.2 µM; in the data active = inhibition above about 9.5%
ADAM17 inh: inhibitors of human ADAM17; P78536; recombinant ADAM17, EDANS/DABCYL FRET peptide cleavage; inhibition, % at 6.95 µM; 0.83% of 370,000 active;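 active = inhibition above the mean of compounds lying between control limits plus 3 SD, set per campaign, cut at about 8.5% in these data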;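 note: 0% = DMSO-only wells as the low control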
LEDGF integ inh: blocks HIV-1 LEDGF/p75-dependent DNA integration; inhibition, % at 3.7 µM; AID 743269; TR-FRET IN-LEDGF/p75 DNA integration, Eu/Cy5; 0.64% of 370,000 active;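 active = inhibition above the screen-wide mean plus 3 SD, cut at about 13% in these data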;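 note: signal is the Cy5 over europium emission ratio at 671 and 618 nm; 0% = plate median of compound wells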
ADAM10 inh: inhibits human ADAM10; O14672; AID 720582; 0.62% of 370,000 active; inhibition, % at 7 µM; recombinant ADAM10, EDANS/DABCYL FRET peptide cleavage, 3 h;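 active = inhibition above a per-campaign cutoff equal to the mean of compounds falling between control-based bounds plus 3 SD, cut at about 20% in these data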;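 note: 0% = DMSO wells while the 100% control is not disclosed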
Target sequence (O14672 214-748 limits assumed): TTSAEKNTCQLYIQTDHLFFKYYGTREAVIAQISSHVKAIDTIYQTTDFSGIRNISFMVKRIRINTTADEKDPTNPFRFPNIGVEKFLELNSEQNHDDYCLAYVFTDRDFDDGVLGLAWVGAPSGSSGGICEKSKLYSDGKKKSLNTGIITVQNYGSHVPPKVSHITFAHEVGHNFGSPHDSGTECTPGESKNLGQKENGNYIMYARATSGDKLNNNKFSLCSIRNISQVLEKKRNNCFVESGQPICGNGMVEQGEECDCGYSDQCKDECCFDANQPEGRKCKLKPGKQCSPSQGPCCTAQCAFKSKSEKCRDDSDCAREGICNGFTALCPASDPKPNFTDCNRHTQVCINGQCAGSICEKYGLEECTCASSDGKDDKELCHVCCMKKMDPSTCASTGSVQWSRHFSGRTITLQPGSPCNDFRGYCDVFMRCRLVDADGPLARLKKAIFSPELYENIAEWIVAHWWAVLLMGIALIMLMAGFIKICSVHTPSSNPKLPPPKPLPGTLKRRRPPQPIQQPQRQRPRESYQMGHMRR
Active calls of the source: *; · = no result given.

Short forms – A = ASAP1 inh; B = Tn7 DDE FP; C = proKLK7 act; D = TDP2 absorb; E = ARFGAP1 inh; F = Tn6 DDE FP; G = PLCg1 inh; H = ADAM17 inh; I = LEDGF integ inh; J = ADAM10 inh
smiles: COc1ccccc1N1CCN(CCCCN2C(=O)C3CCCN3C2=O)CC1 (centres undefined)
  A: -8	B: 0	C: 0.0	D: -4	E: -1	F: 5	G: -2	H: -2	I: -4	J: 3

smiles: COCCN=C1NN=C(c2ccc(NC(C)=O)cc2)CS1
  A: 17	B: -8	C: -0.3	D: -9	E: 10	F: 3	G: -12	H: -8	I: 7	J: -22

smiles: CCc1sc(-c2c(C#N)c(N)nc3c2CCCCCC3)cc1[N+](=O)[O-]
  A: -6	B: 0	C: -0.1	D: -10	E: 3	F: 6	G: 2	H: 1	I: 2	J: 3

smiles: CSc1ccccc1NC(=O)CN(C)C(=O)C(C)SCc1nc2sc(C)c(C)c2c(=O)[nH]1 (centres undefined)
  A: 3	B: -4	C: 1.1	D: 3	E: 1	F: -3	G: -2	H: -1	I: -3	J: -8

smiles: CSc1nnc([C@H](C)NC(=O)OC(C)(C)C)o1
  A: -6	B: -6	C: 0.1	D: -10	E: -1	F: -6	G: 5	H: 3	I: 5	J: 5

smiles: Cc1ccc(-c2onc3ccc(C4OCCO4)cc23)cc1
  A: 1	B: 3	C: -6.5	D: -1	E: -2	F: -4	G: -39	H: -10	I: 7	J: -39

smiles: O=C(Cn1c2c(c(=O)n3ncnc13)CCC2)N/N=C/c1ccc(Cl)cc1
  A: 10	B: -8	C: -0.3	D: 3	E: 10	F: 7	G: -2	H: -3	I: 2	J: 1

smiles: COc1cc(NC(=O)c2cccs2)c(C(=O)OCC(=O)NCc2ccco2)cc1OC
  A: 9	B: -3	C: -25	D: 5	E: 0	F: 11	G: -21	H: -7	I: 2	J: -17

smiles: COc1ccc(C2CC(c3ccccc3)n3nnnc3N2)cc1 (centres undefined)
  A: 4	B: 7	C: 0.8	D: 6	E: 7	F: -2	G: -3	H: -10	I: -3	J: 6

smiles: O=C(CNS(=O)(=O)c1ccc(F)cc1)N1CCN(c2ccc(F)cc2)CC1
  A: -13	B: 3	C: 0.1	D: -4	E: -3	F: -2	G: -3	H: -6	I: 0	J: -4

smiles: COc1ccc(-c2cc(C(=O)N(C)Cc3ccccc3F)c3ccccc3n2)cc1OC
  A: -10	B: 0	C: 2.8	D: 9	E: -7	F: -10	G: -234	H: -27	I: 0	J: -67

smiles: NC1=NC(c2ccc(Cl)cc2)N(c2ccc(S(N)(=O)=O)cc2)C(N)=N1 (centres undefined)
  A: 2	B: -8	C: 0.5	D: 6	E: 20	F: 1	G: -1	H: 1	I: 0	J: 3

smiles: COc1cc(C2CC(=O)c3c([nH]c(C(=O)OCCOC(C)C)c3C)C2)cc(OC)c1OC (centres undefined)
  A: 9	B: 1	C: 0.2	D: 3	E: 6	F: -5	G: 3	H: 2	I: -6	J: -16

smiles: Cc1ccc(OCC(=O)N(Cc2ccco2)c2c(N)n(Cc3ccccc3)c(=O)[nH]c2=O)cc1C
  A: 12	B: -6	C: 1.2	D: -7	E: 6	F: -5	G: 1	H: -1	I: 1	J: -2

smiles: COc1ccc(C(C)C)cc1-c1ccc2nncn2c1
  A: 3	B: -5	C: -0.4	D: 1	E: 3	F: 1	G: -2	H: -4	I: -7	J: -13

smiles: COc1ccc(-c2nc(C=O)cs2)cc1
  A: -11	B: -4	C: 0.3	D: -5	E: 9	F: 4	G: 0	H: -1	I: 5	J: -1

smiles: CCOc1ccc(NCc2cc3c(C(C)(C)C)nn(-c4ccccc4)c3[nH]c2=O)cc1
  A: 8	B: -15	C: -0.5	D: -11	E: 0	F: -5	G: -374	H: 0	I: 4	J: 14

smiles: CCS(=O)(=O)N1CCC(NC(=O)c2cc(OC)cc(OC)c2)CC1
  A: 9	B: 12	C: -0.2	D: 2	E: -3	F: 3	G: -1	H: -2	I: 0	J: 6

smiles: COC(=O)[C@H]1C[C@H](OC(=O)NC2CCCC2)[C@@]2(O)CN(S(=O)(=O)c3ccc(C)cc3)CC2[C@H]1C(=O)OC (some centres undefined)
  A: -4	B: 3	C: 0.4	D: 8	E: 11	F: -2	G: -2	H: -5	I: -4	J: -11

smiles: Cc1ccccc1NC(=O)C1CCN(c2ncccn2)CC1
  A: ·	B: 2	C: 0.1	D: -5	E: ·	F: -6	G: -4	H: -13	I: -2	J: -49

smiles: O=C(NC1CC1)C1=C[C@H](c2coc3ccccc3c2=O)C[C@H](OCCCCO)O1
  A: 0	B: 0	C: 0.1	D: 6	E: -5	F: 1	G: -3	H: -7	I: 1	J: -3

smiles: CC(C)(C)N1C(=O)c2ccccc2NC(=O)C1C(=O)Nc1ccc2c(c1)OCCO2 (centres undefined)
  A: 10	B: -4	C: 1.0	D: 10	E: 0	F: 4	G: -6	H: -11	I: 0	J: -26

smiles: NC(=O)c1ccccc1NS(=O)(=O)Cc1ccccc1
  A: -5	B: 2	C: -3.8	D: 11	E: -3	F: 1	G: -77	H: -117	I: -2	J: -348

smiles: Cn1c(=O)c(C(=O)N2CCc3ccccc32)cc2cccnc21
  A: -4	B: 1	C: -0.1	D: 6	E: -1	F: -4	G: 0	H: 0	I: 1	J: 2

smiles: CCOC(=O)c1c(C)[nH]c(C)c1C(=O)CSc1nnc(N)s1
  A: 13	B: -3	C: -0.2	D: -3	E: 2	F: 3	G: -1	H: 1	I: 2	J: 4

smiles: CN(Cc1nc2ccccc2c(=O)[nH]1)C(=O)c1ccc(S(=O)(=O)N2CCCC2)cc1
  A: -1	B: 1	C: 0.3	D: 0	E: 1	F: 2	G: 1	H: 7	I: -1	J: -8

smiles: N#Cc1ccc(COC(=O)CCc2c[nH]c3ccccc23)cc1
  A: 3	B: 4	C: -0.4	D: 1	E: 3	F: -2	G: 1	H: -3	I: -2	J: 4

smiles: COC(=O)c1c(N)[nH]c(C(=O)c2ccccc2)c1-c1ccc(Br)cc1
  A: -9	B: 8	C: -0.2	D: 7	E: -5	F: 4	G: -6	H: 2	I: 1	J: 3

smiles: CN(C)/C=C(\C#N)C(=O)N/N=C/c1ccc(F)cc1
  A: 6	B: -1	C: -0.3	D: -3	E: -2	F: 0	G: 3	H: 0	I: -1	J: -1

smiles: CCC(=O)NC(=S)Nc1ccc(NC(=O)COc2ccc([N+](=O)[O-])cc2)cc1
  A: -5	B: 3	C: 0.2	D: -6	E: -8	F: -6	G: 2	H: 0	I: 2	J: 7

smiles: O=C(/C=C/c1ccccc1)NCCc1nc2ccccc2[nH]1
  A: 16	B: -1	C: -0.2	D: -23	E: 4	F: -3	G: 0	H: 3	I: -6	J: -6

smiles: O=C(CN1CCN(Cc2ccccc2)CC1)Nc1nc2ccccc2s1
  A: 5	B: -1	C: 1.1	D: -7	E: 7	F: 5	G: 0	H: -2	I: 3	J: -2

smiles: Cc1cc(=O)oc2cc(OC(C)C(=O)NCCCN3CCCC3=O)c(Cl)cc12 (centres undefined)
  A: -5	B: 2	C: 1.1	D: -9	E: -12	F: -9	G: -5	H: -25	I: -3	J: -82

smiles: CCOC(=O)NCN1C(=O)C2C3C=CC(C3)C2C1=O (centres undefined)
  A: -9	B: 0	C: -0.5	D: -9	E: -5	F: 8	G: 2	H: -3	I: -1	J: -5

smiles: Cc1cc(C)nc(NC(=O)c2c(-c3ccccc3Cl)noc2C)c1
  A: 12	B: 8	C: 0.4	D: 5	E: 4	F: 7	G: -2	H: -2	I: -3	J: -2

smiles: CS(=O)(=O)c1ccc(Cl)c(NC(=O)C2CC(=O)N(Cc3ccccc3)C2)c1 (centres undefined)
  A: -18	B: 0	C: 0.4	D: -2	E: 16	F: 7	G: 2	H: 1	I: 0	J: -6

smiles: O=C(CN1CCN(c2cccc(Cl)c2)CC1)N1CCCC1
  A: 8	B: 4	C: -0.1	D: -8	E: -14	F: 1	G: -3	H: -5	I: -2	J: -3

smiles: c1ccc(-c2nnc(SCc3nc4ccccc4[nH]3)n2Cc2ccco2)cc1
  A: -7	B: 2	C: 0.3	D: -6	E: -8	F: -4	G: -27	H: -12	I: -2	J: -20

smiles: Clc1ccc(-c2csc(NCC3CCCO3)n2)cc1 (centres undefined)
  A: 11	B: -3	C: 0.7	D: 1	E: -2	F: 4	G: -2	H: -1	I: 2	J: 5

smiles: Cc1ccc(S(=O)(=O)N2CCOCC2)cc1C(=O)Nc1cccc(S(=O)(=O)N2CCCC2)c1
  A: -12	B: 5	C: -0.2	D: 8	E: 7	F: -2	G: 2	H: 1	I: 1	J: 2

smiles: COc1ccccc1CCNC(=O)C1CCC(=O)N(C2CCCCCC2)C1 (centres undefined)
  A: 0	B: 4	C: -0.9	D: -11	E: 5	F: -4	G: 5	H: -6	I: -1	J: -12

smiles: CC(=O)C(=Cc1ccc(C(=O)O)cc1)C(C)=O
  A: 1	B: 3	C: -0.1	D: -5	E: -6	F: -6	G: -5	H: -4	I: -1	J: -9

smiles: CC(=O)N1C(C(=O)O)CSC1c1ccc(C)cc1 (centres undefined)
  A: 2	B: -10	C: -0.2	D: 2	E: 16	F: -10	G: 7	H: 4	I: 1	J: 0

smiles: CC1C2NC(=O)N(Cc3ccccc3)C1(C)Oc1ccccc12 (centres undefined)
  A: 21	B: 6	C: 0.6	D: 13	E: 4	F: 2	G: -1	H: 0	I: 4	J: 8

smiles: CCCCOc1ccc(C(=O)NCc2ccco2)cc1
  A: -4	B: 1	C: 0.2	D: 2	E: -8	F: 2	G: 0	H: -5	I: -2	J: -4

Record cards, as listed above. Values in the order: ASAP1 inh	Tn7 DDE FP	proKLK7 act	TDP2 absorb	ARFGAP1 inh	Tn6 DDE FP	PLCg1 inh	ADAM17 inh	LEDGF integ inh	ADAM10 inh
`CS(=O)(=O)c1ccc(Cl)c(NC(=O)C2CC(=O)N(Cc3ccccc3)C2)c1` (centres undefined) is listed as -18	0	0.4	-2	16	7	2	1	0	-6
`Clc1ccc(-c2csc(NCC3CCCO3)n2)cc1` (centres undefined) is listed as 11	-3	0.7	1	-2	4	-2	-1	2	5

Assay outcomes as filed in PubChem.
